Bioassay records deposited in PubChem by National Center for Advancing Translational Sciences (NCATS).
AID inh – Primary qHTS assay for inhibitors of Activation Induced Cytidine Deaminase (AID): AID signal | 91,000 compounds, 0.32% hits | Single-stranded DNA cytosine deaminase (Homo sapiens), Q9GZX7 | AID deamination FRET fluorescence, UDG-coupled, 4 h | AID 1347428, 2020 | Potency, µM (doses to about 115 µM), for the others: at the highest dose activity change, negative = inhibition, hits mostly inhibitors; also: nearly all actives have a fitted effect of over 25% in size
Target sequence (Q9GZX7 whole entry, looked up): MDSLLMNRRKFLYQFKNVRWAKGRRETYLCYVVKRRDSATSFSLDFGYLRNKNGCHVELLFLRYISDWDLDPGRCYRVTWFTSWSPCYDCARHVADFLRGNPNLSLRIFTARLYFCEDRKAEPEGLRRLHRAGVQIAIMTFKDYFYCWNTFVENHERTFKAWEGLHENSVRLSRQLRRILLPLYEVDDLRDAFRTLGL
UDG counterscr – Primary qHTS assay for inhibitors of Activation Induced Cytidine Deaminase (AID): UDG Counterscreen signal | FRET deamination/UDG coupled assay, UDG read, 4 h | Potency, µM (series often up to 115 µM), for inactives: at the highest dose activity change, negative = inhibition, actives largely listed as inhibitors | 91,000 compounds, 0.14% hits; also: nearly all actives have a fitted effect of over 65% in size
* marks the source's active call; other numbers are inactive results; u = inconclusive; & = joins results of further samples; [ ] = another dose, or the depositor's remark. Calls follow the shape of the dose curve; as a rule, active = well fitted curve in the direction sought with a large enough effect; inconclusive = small, poorly fitted or top-dose-only effect, or another doubt; inactive = no such curve, though single readings can be large; an effect the other way counts as inactive or inconclusive. % is scaled to controls: 0 for no effect and ±100 for the full control effect; potency is read from the fitted curve at half-maximal effect.

Start of the listing, in advance (13 entries):
SMILES	AID inh	UDG counterscr
CCOc1ccc(C(=O)N2CCC(c3noc(-c4ccc(S(=O)(=O)N5CCCC5)cc4)n3)CC2)cc1	-23%	-2%
COc1cccc(CNC(=O)Cc2c(C)c3ccc(OC)c(C)c3oc2=O)c1	2%	7%
CCN(CC)c1ccc2nnc(CCC(=O)N3CCOCC3)n2n1	-3%	-4%
CCc1ccc(CNC2CC2)cc1	4%	1%
O=C(Nc1ccc(OCc2cc(=O)n3c4c(sc3n2)CCCC4)cc1)c1cccc(F)c1	-25%	-10%
CCCN(CCC)CC1=C(C(=O)OCC)C(c2ccc(C)cc2)NC(=O)N1 (centres undefined)	u	-12%
N#Cc1ccc(NC(=O)COC(=O)c2nc(-c3ccccc3)n(-c3ccccc3)n2)cc1	-7%	3%
O=C(Cn1c(=O)nc(-c2ccccc2)c2cc(Cl)ccc21)Nc1ccc(F)c(Cl)c1	20%	2%
NS(=O)(=O)c1ccc(NC(=O)c2cc(-c3cccc4ccccc34)n[nH]2)cc1	0%	-7%
CCCn1nc(C(=O)N(CC)CC2CCOC2)c2ccccc2c1=O (centres undefined)	-4%	0%
COc1ccccc1Nc1ncc2c(n1)CCN(CC(C)C)C2	-7%	40%[activator]
NS(=O)(=O)c1ccc(CCNC(=O)CCn2c(=O)c3cccn3c3cccnc32)cc1	4%	6%
Cc1ccc(S(=O)(=O)N2CCN(C(=O)CCn3ccc4ccccc43)CC2)cc1	-12%	-7%

This part in full, repeating the preview:
SMILES	AID inh	UDG counterscr
CCOc1ccc(C(=O)N2CCC(c3noc(-c4ccc(S(=O)(=O)N5CCCC5)cc4)n3)CC2)cc1	-23%	-2%
COc1cccc(CNC(=O)Cc2c(C)c3ccc(OC)c(C)c3oc2=O)c1	2%	7%
CCN(CC)c1ccc2nnc(CCC(=O)N3CCOCC3)n2n1	-3%	-4%
CCc1ccc(CNC2CC2)cc1	4%	1%
O=C(Nc1ccc(OCc2cc(=O)n3c4c(sc3n2)CCCC4)cc1)c1cccc(F)c1	-25%	-10%
CCCN(CCC)CC1=C(C(=O)OCC)C(c2ccc(C)cc2)NC(=O)N1 (centres undefined)	u	-12%
N#Cc1ccc(NC(=O)COC(=O)c2nc(-c3ccccc3)n(-c3ccccc3)n2)cc1	-7%	3%
O=C(Cn1c(=O)nc(-c2ccccc2)c2cc(Cl)ccc21)Nc1ccc(F)c(Cl)c1	20%	2%
NS(=O)(=O)c1ccc(NC(=O)c2cc(-c3cccc4ccccc34)n[nH]2)cc1	0%	-7%
CCCn1nc(C(=O)N(CC)CC2CCOC2)c2ccccc2c1=O (centres undefined)	-4%	0%
COc1ccccc1Nc1ncc2c(n1)CCN(CC(C)C)C2	-7%	40%[activator]
NS(=O)(=O)c1ccc(CCNC(=O)CCn2c(=O)c3cccn3c3cccnc32)cc1	4%	6%
Cc1ccc(S(=O)(=O)N2CCN(C(=O)CCn3ccc4ccccc43)CC2)cc1	-12%	-7%
CC1CCCCN1C(=O)CSc1nnc(-c2ccccc2Cl)o1 (centres undefined)	u	-5%
O=C(Nc1c(-c2ccc(F)cc2)nc2sccn12)c1cccc(S(=O)(=O)N2CCOCC2)c1	-8%	-10%
CC(C)NC(=O)CSc1nc2ccccc2nc1N1CCCCC1	12%	-5%
COc1cccc(-c2ccc(-c3noc(-c4ccccc4OC)n3)c(OC)n2)c1	2%	-6%
CC(NC(=O)CSc1nc2nc[nH]c2c(=O)[nH]1)c1ccccc1 (centres undefined)	4%	-6%
COc1ccc(-c2c(C)oc3cc(OCC(=O)N4CCC(C(N)=O)CC4)ccc3c2=O)cc1	-8%	10%
CCOc1ccc(OCC(O)Cn2c(C)cc(=O)n3ncnc23)cc1 (centres undefined)	-3%	-3%
CCCCN1C(=O)C(NC(=O)c2ccc(C(C)(C)C)cc2)(C(F)(F)F)C(C(=O)OC)=C1C (centres undefined)	-21%[57.5 µM]	-13%[57.5 µM]
CC(NC(=O)c1ccccc1F)C(C)(C)C (centres undefined)	1%	0%
CC(Sc1nnc(Nc2cccc(Cl)c2)s1)C(=O)N(C)c1ccccc1 (centres undefined)	-9%	-6%
COc1ccc(C2CC(=O)c3cc(-c4nc(-c5cccc([N+](=O)[O-])c5)cs4)c(=O)n(-c4cc(C)cc(C)c4)c3C2)cc1 (centres undefined)	4%	11%
Cc1ccc(-n2c(=O)c3ccc(C(=O)NCc4ccco4)cc3n(Cc3ccccc3C#N)c2=O)cc1	3%	-11%
CC(C)OCc1ccccc1CNS(=O)(=O)c1ccc(F)cc1	-1%	-2%
COc1ccc(C(=O)N/C(=C\c2ccc(-c3cccc(C(F)(F)F)c3)o2)C(=O)NC(C)(C)C)cc1	-5%	-5%
Cc1ccc(C)c(NC(=O)CN(CCc2ccccc2)S(=O)(=O)c2ccccc2)c1	-12%[57.5 µM]	-5%[57.5 µM]
CC1CCCCN1C(=O)c1ccc2c(c1)N(Cc1ccc(F)cc1)C(=O)c1ccccc1S2(=O)=O (centres undefined)	u	-16%
Cc1cccc(N2CCN(C(=O)Cn3nc(Cc4cccnc4)c4ccccc4c3=O)CC2)c1C	u	-8%[57.5 µM]
CCN(CC)C(=S)Sc1ccc([N+](=O)[O-])cc1	-12%	-19%
Cc1cccc(S(=O)(=O)c2cn(Cc3ccccc3)c3cc(N4CCOCC4)c(F)cc3c2=O)c1	-12%	-2%
COc1ccc(-c2cc(C(C)=O)c(C)n2CCC(=O)Nc2ccc(C)c(Cl)c2)cc1	4%	28%
Cc1ccc(C)c(C(NC(=O)C2CC2)c2cccnc2)c1 (centres undefined)	1%	-4%
Cc1ccc(C)c(N2CCN(C(=O)C3CCCN(S(=O)(=O)c4ccc5c(c4)oc(=O)n5C)C3)CC2)c1 (centres undefined)	-7%	-7%
CCCn1nc(C(=O)NCC(C)(C)N2CCOCC2)c2ccccc2c1=O	-7%	0%
FC(F)(F)c1ccc(Cl)c(N/N=C/c2cccc(Br)c2)c1	-5%	-4%
CC(=O)NNC(=S)Nc1ccc(F)cc1F	7%	4%
Oc1cccc(Oc2ccccc2)c1	-7%	-4%
CC1CCCN(Cc2c(O)ccc3c(=O)c(Oc4ccccc4Cl)c(C(F)(F)F)oc23)C1 (centres undefined)	15%	3%[57.5 µM]
Cc1coc2cc3oc(=O)c(CC(=O)NCc4ccccc4)c(C)c3cc12	0%	11%
Clc1ccc(Oc2cc(-c3nc4ccccc4s3)c3ccccc3n2)cc1	0%	-5%
CC(NS(=O)(=O)c1cccs1)c1ccccc1 (centres undefined)	1%	2%
CCc1ccc(S(=O)(=O)Nc2cc3c(C(=O)OC)c(COC)oc3c3ccccc23)cc1	16%	-6%
O=C(COc1ncnc2c(Cl)cc(Cl)cc12)Nc1ccc(Cl)cc1	4%	-4%
COc1ccc(OC)c(CNC(=O)c2ccc3nc(C(C)C)oc3c2)c1	-22%	-25%
Cc1cc(C)c(NC(=O)C(=O)NCC(c2cccnc2)N2CCN(c3ccccc3F)CC2)c(C)c1 (centres undefined)	3%&-4%	-2%&12%
COc1ccc2[nH]c(=O)c(CN(C)C(=O)c3ccccn3)cc2c1	5%	0%
COc1ccc(N2CCN(C(=O)c3noc4c3CCCCC4)CC2)cc1	4%	-1%
O=C(CCC1N=C2c3ccccc3N=C(SCc3ccccc3Cl)N2C1=O)NCc1cccs1 (centres undefined)	-8%	8%
COc1ccc(CNC(=O)c2sc(NCCc3ccccc3)nc2C)cc1	-4%	4%
CN(C)C(=O)c1ccc(NC(=O)CSc2ccc(F)cc2)cc1	2%	10%
O=C(CCS(=O)(=O)c1nc(-c2cccs2)cc(C(F)(F)F)n1)Nc1ccc(F)c(Cl)c1	10%	5%
CCc1ccc(NC(=O)c2cc3nc(-c4ccc(C)cc4)cc(C(F)(F)F)n3n2)cc1	30%[activator]	-7%
O=C(c1cc2c(Cl)nc3ccccc3c2s1)N1CCCCC1	u	-1%
Cc1sc(/N=C/c2c[nH]c3ccccc23)c(C#N)c1C	29%	-1%
CN(CC(=O)NC(=O)NC1CCCCC1)Cc1ccc(C(F)(F)F)cc1	-5%	-4%
Cc1ccc(Nc2nc(-c3ccccc3)cs2)cc1C	-13%	-3%
COc1ccc(Br)cc1CNC(=O)c1ccc2c(c1)nc1n2CCC(C)C1 (centres undefined)	-30%	-3%[57.5 µM]
CS(=O)(=O)c1ccc(C(=O)OCc2c(F)c(F)c(F)c(F)c2F)cc1	-1%	4%
(continued)
SMILES	AID inh	UDG counterscr
Cc1ccc(NC(=O)C(C)C)cc1C	-4%	-6%
CC1=C(C(=O)Nc2cc(C)ccc2C)C(c2cccc3ccccc23)NC(=S)N1 (centres undefined)	1%	2%
CC(CNC(=O)C1CCN(Cc2cc3ccccc3n2Cc2ccccc2)CC1)c1ccccc1 (centres undefined)	-16%	-17%[57.5 µM]
Cc1c(C(=O)N(Cc2nc3ccccc3c(=O)[nH]2)C(C)C)oc2ccc(Cl)cc12	-5%	-4%
CCCOC(=O)c1ccc(NC(=O)NC(c2cccc(F)c2)c2nccn2C)cc1 (centres undefined)	-2%	3%
CCN(CC)c1nc2c(-c3cccc(Br)c3)nnn2c2ccccc12	70%[activator]	-5%
COc1ccccc1CNC(=O)c1ccc2c(c1)nc(C)n2-c1ccccc1OC	16%	-1%
COc1cc(NC(=O)c2cc3ccc4cccnc4c3[nH]2)cc(OC)c1OC	-31%	-10%
Cn1cnc2c1c(=O)n(CC(=O)Nc1ccccc1C(=O)N1CCCCC1)c(=O)n2C	3%	5%
CCC(C)OC(=O)COc1ccc2c(=O)c(Oc3ccccc3Cl)coc2c1 (centres undefined)	-2%	4%
C=CCN(CC=C)C(=O)Nc1cccc(C(C)=O)c1	-1%	6%
O=C(Nc1ncn[nH]1)c1ccc(Cl)c(S(=O)(=O)N2CCCCC2)c1	-3%	-6%
Clc1ccc(CNc2n[nH]c(-c3ccco3)n2)c(Cl)c1	3%	2%
COc1ccc(-c2oc3ncn4nc(-c5ccc(Cl)cc5)nc4c3c2-c2ccc(OC)cc2)cc1	11%	-4%
CC(=O)N1CCCc2cc(S(=O)(=O)N3CCCC(C(=O)N4CCN(c5cccc(Cl)c5)CC4)C3)ccc21 (centres undefined)	u	-28%
Cc1ccc(-c2csc(Nc3c(C)cccc3C)n2)cc1	-8%	-9%
Cc1sc(NC(=O)C2CCC2)c(C#N)c1C	4%	-2%
COc1ccc(C(=O)Nc2ccc3oc(C)nc3c2)c(O)c1	5%	-10%
CCCCC(Sc1nnc(C)n1-c1ccccc1C)C(=O)Nc1cc(C)on1 (centres undefined)	3%	-1%
COCCNC(=O)CCc1ncc(-c2ccccc2Cl)o1	3%	3%
O=C(NCCNc1ncccn1)NCc1ccccc1	7%	13%
CSc1nc(Nc2cccc(C)c2)c(C#N)c(-c2ccccc2)n1	20%	-2%
O=[N+]([O-])c1cc(-c2nc(-c3ccccc3)no2)ccc1NCc1ccco1	14%	46%[activator]
COc1ccc(-n2c(CC3C(=O)Nc4ccc(C)cc43)nc3ccccc3c2=O)cc1 (centres undefined)	8%	u
NCCCCCc1nnc(SCc2ccc(F)cc2)o1	-10%	-4%
N#Cc1ccc(OC(=O)c2cc(-c3ccc(Cl)cc3)on2)cc1	-17%	-22%
O=c1c2cn[nH]c2nc(SCc2c(F)cccc2F)n1-c1ccc(Cl)cc1	9%	0%
Cc1ccc(NC(=O)Cn2cc(C(=O)C3CC3)c3ccccc32)cc1C	2%	5%
CCn1nc(C(=O)Nc2cc(C(F)(F)F)ccc2N2CCOCC2)c2ccccc2c1=O	0%	-3%
Cc1cccc(NC(=O)Nc2nnc(N(C)C3CCCCC3)s2)c1C	-2%	-3%
Cc1cc(C)c2sc(NC(=O)c3ccc(S(=O)(=O)N4CCCC4)cc3)nc2c1	-8%	-5%
NS(=O)(=O)c1ccc(N/N=C2/CC3CC=CC23)c([N+](=O)[O-])c1 (centres undefined)	-2%	4%
CCC1CCCCN1CCCNC(=O)c1[nH]c2ccccc2c1Sc1ccc(Cl)cc1 (centres undefined)	104%[activator]	-3%
O=C(O)c1cc(NC/C=C/c2ccccc2)ccc1N1CCOCC1	-6%&-2%	-10%&-3%
CCn1cc2nc(SCc3ccccc3)n(Cc3ccc(C)cc3)c(=O)c2n1	-16%	5%
Cc1ccc(NC(=O)C2CCN(S(=O)(=O)c3c(C)noc3C)CC2)c(C)c1	-1%	2%
COc1ccc(C(CN)c2c[nH]c3ccccc23)cc1 (centres undefined)	-6%	-5%
COc1cccc(Oc2c(C)oc3cc(OC(=O)c4ccc5c(c4)OCO5)ccc3c2=O)c1	-1%	-1%
CC1=C(C(=O)OCC(Cl)(Cl)Cl)C(c2ccc3c(c2)OCO3)NC(=O)N1 (centres undefined)	-7%	9%
COc1ccc(NC(=O)CSc2nncn3c2cc2oc(C)cc23)c(OC)c1	-4%	6%
C=CCn1c(COc2ccc(C(C)(C)C)cc2)nnc1SCc1c(F)cccc1Cl	-14%	3%
CCn1c(CNC(=O)C23CC4CC(CC(C4)C2)C3)nnc1SCC(=O)Nc1ccc(C)cc1	-22%	-2%
O=C(O)/C=C/c1cc(Cl)ccc1OCc1ccccc1	-21%	-18%
CCc1cccc(C)c1NC(=O)CCn1c(=O)c2cccn2c2ccccc21	-29%	-1%[57.5 µM]
C=CCNC(=S)NNC(=O)C(C)(C)O	6%	-5%
N#Cc1nc(-c2cccs2)oc1N1CCN(c2ccccc2)CC1	-8%	-9%
c1cc(CNCc2ccc3c(c2)OCO3)c2cc[nH]c2c1	7%	15%
Cc1c(C2=CCN(S(=O)(=O)c3cccc(Cl)c3)CC2)c2ccccc2n1CC(=O)N1CCCC1	137%[activator]	1%

Some of the compounds tested; the hit share may differ from the screen's.
